# Screens from PubChem.
# NF-kB expr up: compounds increasing NF-kB expression in human neuronal cells; NF-kB reporter expression; stronger effect = higher value; fold change at 12.5 µM; 190,000 compounds, 1.6% hits; AID 1239; in the data active = fold change above about 3.3
# STAT1 inh: inhibitors of IFN-gamma induced STAT1 signaling. 200,000 compounds, 0.35% hits. inhibition, % at 5.5 µM. NIH 3T3 STAT1-luciferase reporter, luminescence;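 active = inhibition above a set limit, the mean inhibition across all tested compounds plus 3 SD, cut at about 34% in these data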;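 also: 0% = IFN-gamma with DMSO and 100% = IFN-gamma with 300 µM nifuroxazide; values of inactives mirror those of a sister screen read the other way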
# FLuc inhib CS: inhibits firefly luciferase, flagging false hits in luciferase inhibition screens; ATPLite firefly luciferase biochemical luminescence, 10 min; 200,000 compounds, 1.5% hits; P08659; inhibition, % at 10 µM;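 active = inhibition above about 50% when tested at 10 µM, limit read from the data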
# Target sequence (P08659 whole entry, looked up): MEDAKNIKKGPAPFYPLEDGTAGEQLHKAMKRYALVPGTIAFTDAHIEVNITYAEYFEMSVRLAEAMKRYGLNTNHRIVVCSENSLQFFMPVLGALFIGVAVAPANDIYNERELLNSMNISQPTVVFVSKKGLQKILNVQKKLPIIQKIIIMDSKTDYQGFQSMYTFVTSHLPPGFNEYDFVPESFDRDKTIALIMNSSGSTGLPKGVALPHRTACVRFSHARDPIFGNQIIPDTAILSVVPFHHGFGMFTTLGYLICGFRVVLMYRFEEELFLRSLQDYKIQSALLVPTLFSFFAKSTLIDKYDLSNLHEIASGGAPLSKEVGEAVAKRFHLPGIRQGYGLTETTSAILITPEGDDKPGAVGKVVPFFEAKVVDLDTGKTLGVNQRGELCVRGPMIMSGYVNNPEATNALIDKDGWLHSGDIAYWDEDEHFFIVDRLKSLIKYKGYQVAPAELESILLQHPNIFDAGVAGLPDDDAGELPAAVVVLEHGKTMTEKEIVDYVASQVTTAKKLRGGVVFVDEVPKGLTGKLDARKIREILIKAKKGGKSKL
# APP 5UTR inh: APP translation inhibition; SH-SY5Y APP 5'UTR-luciferase reporter, luminescence; inhibition, % at 2 µM; 190,000 compounds, 0.82% hits; AID 1285;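 active = inhibition above a set limit, derived from the sample mean plus 3 SD, cut at about 45% in these data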; also: values of inactives mirror those of a sister screen read the other way
# APP 5'UTR act: activates APP 5'UTR luciferase reporter. SH-SY5Y APP 5'UTR luciferase reporter, luminescence; zero percent = DMSO vehicle wells. 190,000 compounds, 1% hits. activation, % at 2 µM;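 active = activation above a set limit, based on mean plus 3 SD of controls, cut at about 140% in these data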; also: values of inactives mirror those of a sister screen read the other way
# STAT1 act: activators of IFN-gamma induced STAT1 signaling; 200,000 compounds, 2.6% hits; activation (% of control), % at 5.5 µM; NIH 3T3 STAT1-luciferase reporter, luminescence; 100% = IFN-gamma alone, no compound;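 active = activation above the screen-wide mean activation plus 3 SD, cut at about 130% in these data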;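 also: raw ratio to IFN-gamma control signal so 100% means no change and 0% no light; values of inactives mirror those of a sister screen read the other way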
# STAT3 blocker: STAT3 signaling inhibition; 190,000 compounds, 0.89% hits; AID 862; U3A cells, IL-6 STAT3-luciferase reporter, luminescence; host cell line lacks STAT1; inhibition, % at 5.5 µM;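 active = inhibition above the mean inhibition across all screened compounds plus 3 SD, cut at about 44% in these data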;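 also: 0% = DMSO only wells and 100% = 100 µM nifuroxazide control wells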
# RAM network inh: blocks the yeast RAM network; 190,000 compounds, 1.8% hits; S. cerevisiae dse1pr::URA3 reporter, 5-FOA growth OD615, 2 d; analog-sensitive cbk1-as2 kinase mutant strain; inhibition, % at 50 µM; AID 868;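 active = inhibition above a set limit, 3 SD over mean compound inhibition, cut at about 8.4% in these data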;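 also: 0% = DMSO-only wells with no growth and 100% = 10 µM 1-NA-PP1 full growth; inhibition rescues growth on 5-FOA so higher OD means more RAM inhibition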
# Hsp70 activator: switches on Hsp70 transcription | AID 1203 | HeLa Hsp70 promoter luciferase reporter, luminescence; scaled: vehicle 0, proteasome-inhibitor control 100% | activation, % at 10 µM | 200,000 compounds, 0.04% hits;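 active = activation above the mean across all tested compounds plus 3 SD, cutoff set per campaign, cut at about 5.5% in these data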;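 also: 100% = MG132 at 30 µM as the positive control and 0% = DMSO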
# STAT3 activator: activators of IL-6 induced STAT3 signaling; U3A cells, IL-6 STAT3-luciferase reporter, luminescence; 100% = signal with IL-6 EC80 alone; activation (% of control), % at 5.6 µM; 190,000 compounds, 0.91% hits;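 active = activation above the screen-wide mean of compound activation plus 3 SD, cut at about 130% in these data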;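 also: 0% = background luminescence of wells with medium and substrate only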
#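 Assay system – human STAT1-deficient U3A cells with stable STAT3-luciferase reporter · Also added – IL-6 (33 ng/mL) · Schedule – compound 1 h, then IL-6 6 h at 37 °C · Technique – reporter luminescence signal · Evaluation – % activation versus median of IL-6-stimulated wells · Benchmarks – IL-6-only wells as 100% reference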
# Active calls of the source: *; nt = not tested or not shown.
1) COc1ccc(Cl)cc1NC(=O)[C@@H]1CCCN1C(=O)c1cccs1
2) CC(=O)n1c2c(c3ccccc31)OC(N)=C(C#N)C2c1cccc(Cl)c1Cl (stereo not drawn)
3) COc1ccccc1N1CCN(C(=O)Cn2nnc(-c3ccncc3)n2)CC1
4) CC(C)OC(=O)c1c(NC(=O)c2cnn3c2NC(c2ccccc2)CC3C(F)(F)F)sc2c1CCCC2 (stereo not drawn)
5) COCCNC(=O)CS(=O)Cc1nc(-c2ccccc2C)oc1C (stereo not drawn)

Screen / compound no.	1	2	3	4	5
NF-kB expr up	0.69	0.98	0.96	1.4	1.5
Hsp70 activator	-0.4	-0.4	0.1	-0.4	0.9
STAT3 blocker	-13	-48	11	-5	-6
APP 5'UTR act	-3	-6	10	11	7
RAM network inh	3.0	5.6	2.7	2.6	4.3
STAT1 act	107	96	99	102	99
STAT1 inh	-7	4	1	-2	1
FLuc inhib CS	1	-4	-8	-9	-5
APP 5UTR inh	3	6	-10	-11	-7
STAT3 activator	107	141*	97	105	113

6) COC(=O)c1c(NC(=O)/C=C/C(=O)O)sc(C)c1-c1ccc(C)c(C)c1
7) CC(=O)Nc1ccc(N(C)C)cc1[N+](=O)[O-]
8) CCc1ccc(NC(=O)/C(C#N)=C\c2ccc(OC)c(C(=O)O)c2)cc1
9) COc1ccc(C2/C(=C(/O)c3ccc4c(c3)CC(C)O4)C(=O)C(=O)N2CCN2CCOCC2)cc1 (stereo not drawn)
10) NC1=C(c2ccc(F)cc2)C(=O)CS1

Screen / compound no.	6	7	8	9	10
NF-kB expr up	1.1	1.2	1.2	1.2	1.2
Hsp70 activator	-0.3	-0.3	-0.1	0.1	-0.4
STAT3 blocker	13	6	4	9	9
APP 5'UTR act	-3	12	42	-8	-25
RAM network inh	-1.2	-1.4	6.3	0.4	0.4
STAT1 act	93	100	105	92	102
STAT1 inh	8	5	-5	8	-1
FLuc inhib CS	-3	6	-6	-7	-2
APP 5UTR inh	3	-12	-42	8	26
STAT3 activator	92	103	102	96	98

11) O=c1c2ccccc2cnn1Cc1n[nH]c(=S)n1-c1ccccc1
12) CCc1ccccc1Nc1ccc(C(=O)O)cc1N
13) O=C(Nc1ccc(F)cc1)N1CCn2c(nc3ccccc32)C1
14) Cc1nc2nc(SCC(=O)C(C)(C)C)[nH]c2cc1Br
15) Cc1cc(C)c(C)c(OCCOCCN2CCN(C)CC2)c1

Screen / compound no.	11	12	13	14	15
NF-kB expr up	1.3	1.2	1.1	1.1	1.1
Hsp70 activator	-0.2	0.2	-0.1	-0.5	0.0
STAT3 blocker	-2	-2	28	2	12
APP 5'UTR act	13	39	12	-5	-2
RAM network inh	0.3	-0.4	1.7	0.2	2.1
STAT1 act	97	113	107	104	99
STAT1 inh	3	-15	-8	-5	1
FLuc inhib CS	5	-1	-8	-6	-1
APP 5UTR inh	-13	-12	-12	5	2
STAT3 activator	102	108	80	103	96

16) CCO/C=C/C(O)(CNC(=O)COc1ccccc1F)C(F)(F)F (stereo not drawn)
17) COc1ccc(-n2c(=O)[nH]cc(C(=O)Nc3ccc(NC(C)=O)cc3)c2=O)cc1
18) Cc1cc(C)cc(-n2c(C)cc(/C=N/NC(=O)CSc3ncccn3)c2C)c1
19) Fc1ccccc1CSc1ccc(-c2ccco2)nn1
20) CCCCN(C)C(=O)c1ccc(CS(=O)(=O)c2ccccc2C)o1

Screen / compound no.	16	17	18	19	20
NF-kB expr up	1.2	nt	1.1	4.9*	1
Hsp70 activator	-0.2	-0.1	0.2	0.2	-0.1
STAT3 blocker	7	-5	19	16	10
APP 5'UTR act	10	2	-13	64	-4
RAM network inh	1.4	nt	2.4	-0.4	0.9
STAT1 act	101	98	91	125	106
STAT1 inh	-1	2	10	-28	-7
FLuc inhib CS	-9	1	-2	78*	-3
APP 5UTR inh	-10	-2	13	-64	4
STAT3 activator	100	107	93	89	96

21) COc1ccc(CCNC(=O)C2CC(=O)N(C3CCCCCCC3)C2)cc1OC (stereo not drawn)
22) Cc1ccc2c(Cl)cc(Cl)c(OCC(=O)N3CCCC3)c2n1
23) Cc1ccc(-c2nn3nnnc3c3ccccc23)cc1C
24) Cc1cc(C(=O)OCC(=O)N2CCOCC2)c2ccccc2n1
25) O=C(Nc1nnc(-c2ccco2)o1)c1ccc2ccccc2c1

Screen / compound no.	21	22	23	24	25
NF-kB expr up	0.97	0.94	0.84	1.1	0.95
Hsp70 activator	-0.4	-0.2	-0.4	0.0	-0.3
STAT3 blocker	3	12	26	2	1
APP 5'UTR act	-3	22	10	33	0
RAM network inh	1.2	0.0	6.6	2.5	1.7
STAT1 act	104	98	100	98	97
STAT1 inh	-4	1	0	2	3
FLuc inhib CS	-6	-1	-3	-6	7
APP 5UTR inh	3	-22	-10	-34	0
STAT3 activator	100	96	80	103	99

26) O=C(CCn1c(=O)c2sccc2n(CC(=O)NCc2ccco2)c1=O)NCc1ccccc1
27) CCOC(=O)C(NCCc1ccccc1F)(NC(=O)CC)C(F)(F)F (stereo not drawn)
28) COC(=O)c1ccccc1NC(=S)NC(=O)COc1ccccc1Cl
29) Cc1noc(C)c1COc1ccc(C(=O)OCC(=O)c2ccc3c(c2)OCCO3)cc1
30) Cc1cc(NC(=O)c2cc(-c3ccc(Br)cc3)on2)no1

Screen / compound no.	26	27	28	29	30
NF-kB expr up	0.98	1.1	0.93	1.3	1
Hsp70 activator	-0.1	0.8	-0.5	0.1	-0.3
STAT3 blocker	-2	-5	16	17	6
APP 5'UTR act	-6	-21	4	14	-9
RAM network inh	2.3	3.3	4.2	2.9	1.8
STAT1 act	100	100	100	103	103
STAT1 inh	0	0	0	-4	-5
FLuc inhib CS	-2	-6	-3	-6	-5
APP 5UTR inh	6	21	-4	-14	9
STAT3 activator	105	102	92	89	101

# Along the list, as entered above:
# STAT1 inh for nos. 4 to 13 → -2, 1, 8, 5, -5, 8, -1, 3, -15, -8
# STAT3 activator for nos. 4 to 13 → 105, 113, 92, 103, 102, 96, 98, 102, 108, 80
# APP 5UTR inh for nos. 4 to 13 → -11, -7, 3, -12, -42, 8, 26, -13, -12, -12

# Following part:
31) COc1cc(NC(=S)NC(=O)c2ccc(C(C)(C)C)cc2)ccc1NC(=O)c1cccs1
32) CCOC(=O)CSc1ccc(S(=O)(=O)N2CCC(C)CC2)cc1[N+](=O)[O-]
33) O=C(CC(Nc1ccc(F)cc1)C(=O)OCC(=O)c1cccs1)c1ccccc1 (stereo not drawn)
34) Cc1oc2ccc(OS(C)(=O)=O)cc2c1C(=O)OC(C)C
35) CCCCn1c(NC(=S)Nc2ccccc2)nc2ccccc21

Screen / compound no.	31	32	33	34	35
NF-kB expr up	0.81	1.1	1.8	1.1	1.1
Hsp70 activator	-0.2	-0.6	-0.2	-0.4	-0.3
STAT3 blocker	-2	7	1	2	-10
APP 5'UTR act	-24	-2	10	25	24
RAM network inh	5.7	11*	4.1	-1.6	3.9
STAT1 act	99	101	114	110	93
STAT1 inh	1	-2	-16	-12	8
FLuc inhib CS	-5	-5	-5	-4	-6
APP 5UTR inh	24	2	-10	-25	-24
STAT3 activator	104	97	99	101	106

# Whole records as entered above:
# O=C(CC(Nc1ccc(F)cc1)C(=O)OCC(=O)c1cccs1)c1ccccc1 (stereo not drawn) as listed: NF-kB expr up = 1.8; Hsp70 activator = -0.2; STAT3 blocker = 1; APP 5'UTR act = 10; RAM network inh = 4.1; STAT1 act = 114; STAT1 inh = -16; FLuc inhib CS = -5; APP 5UTR inh = -10; STAT3 activator = 99
# COc1cc(NC(=S)NC(=O)c2ccc(C(C)(C)C)cc2)ccc1NC(=O)c1cccs1 as listed: NF-kB expr up = 0.81; Hsp70 activator = -0.2; STAT3 blocker = -2; APP 5'UTR act = -24; RAM network inh = 5.7; STAT1 act = 99; STAT1 inh = 1; FLuc inhib CS = -5; APP 5UTR inh = 24; STAT3 activator = 104
# CCOC(=O)CSc1ccc(S(=O)(=O)N2CCC(C)CC2)cc1[N+](=O)[O-] as listed: NF-kB expr up = 1.1; Hsp70 activator = -0.6; STAT3 blocker = 7; APP 5'UTR act = -2; RAM network inh = 11*; STAT1 act = 101; STAT1 inh = -2; FLuc inhib CS = -5; APP 5UTR inh = 2; STAT3 activator = 97

# Remaining list, next part.
36) Cc1ccccc1C(=O)NNC(=O)CSc1nc(-c2ccccc2)cc(=O)[nH]1
37) N#Cc1ccc(N2Cc3ccccc3C2=NC(=O)c2cccnc2Cl)cc1
38) CC(=O)c1cnn(-c2cc(Oc3ccc(F)cc3)ncn2)c1C
39) CCc1cc2ccc(OC)cc2nc1SCC(=O)Nc1cc(C)on1
40) COC(C(=O)NCc1ccc(C)cc1)c1ccccc1 (stereo not drawn)
41) CC(=O)OCC(=O)[C@H]1CC[C@H]2[C@@H]3CC=C4C[C@@H](O)CC[C@]4(C)[C@H]3CC[C@]12C
42) CNC(=O)c1cc(C(=O)c2c(Cl)cccc2Cl)c[nH]1
43) Cc1ccc(S(=O)(=O)N2CCN(S(C)(=O)=O)C2)cc1

Screen / compound no.	36	37	38	39	40	41	42	43
NF-kB expr up	0.93	5*	1.4	1.1	0.87	1.2	1	1.1
Hsp70 activator	-0.2	-0.2	-0.2	-0.5	0.4	0.1	-0.4	-0.2
STAT3 blocker	0	12	15	3	-2	4	2	-4
APP 5'UTR act	11	2	-1	0	-8	8	8	-3
RAM network inh	0.6	1.2	3.0	0.9	0.1	4.4	-0.1	0.8
STAT1 act	104	107	93	100	90	106	92	95
STAT1 inh	-4	-8	8	0	11	-6	6	5
FLuc inhib CS	48	26	-4	-2	-5	-8	-2	-3
APP 5UTR inh	-11	-2	2	0	8	-8	-8	3
STAT3 activator	100	91	88	102	103	99	102	106
